S1P4 antag = human S1P4 receptor antagonism; actives 0.26% (n = 220,000); inhibition, % at 4.98 µM; S1P4-expressing cells, antagonist mode, reporter read-out; O95977; in the data active means inhibition above about 29%;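 further: 0% = wells stimulated with agonist and 100% = vehicle wells without agonist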
NPY-Y1 antag = blocks the human neuropeptide Y Y1 receptor; HEK293-CNG Y1 cells, membrane potential fluorescence; NPY at EC95, then isoproterenol; inhibition, % at 3.6 µM; actives 1% (n = 200,000); AID 1040;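 active means inhibition above the campaign mean inhibition of all tested compounds plus 3 SD, cut at about 20% in these data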;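 further: 0% = DMSO wells given NPY plus isoproterenol and 100% = isoproterenol alone without NPY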
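Assay system: HEK293 cells with Y1 receptor plus CNG channel | Probe or stimulus: NPY (25 nM), isoproterenol (1 µM), Ro 20-1724 (25 µM) | Timing: Compound incubation 1 h at room temperature, readout 45 min post-stimulation | Measured by: Membrane-potential fluorescent dye readout | Benchmarks: High control isoproterenol alone, low control NPY with isoproterenol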
NPY1 pot ag = potentiates or activates human NPY-Y1 receptor. activation, % at 3.6 µM. NPY-Y1 expressing cells, potentiator/agonist activation. actives 0.37% (n = 220,000); in the data active means activation above about 33%, passing the limit was not always enough;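 further: cells stimulated with NPY at EC10 then isoproterenol at EC100; 0% = low agonist plus stimulus and 100% = saturating agonist plus stimulus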
NPY-Y2 PAM-ag = potentiates or activates human NPY-Y2 receptor; P49146; actives 0.45% (n = 220,000); cells expressing NPY-Y2, potentiator/agonist read-out; activation, % at 3.6 µM; in the data active means activation above about 27%;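 further: cells stimulated with NPY near EC25 plus isoproterenol at EC100; 0% = vehicle plus submaximal agonist and 100% = vehicle plus saturating agonist; some results beyond the cut were filed as inactive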
Target sequence (P49146 whole entry, looked up): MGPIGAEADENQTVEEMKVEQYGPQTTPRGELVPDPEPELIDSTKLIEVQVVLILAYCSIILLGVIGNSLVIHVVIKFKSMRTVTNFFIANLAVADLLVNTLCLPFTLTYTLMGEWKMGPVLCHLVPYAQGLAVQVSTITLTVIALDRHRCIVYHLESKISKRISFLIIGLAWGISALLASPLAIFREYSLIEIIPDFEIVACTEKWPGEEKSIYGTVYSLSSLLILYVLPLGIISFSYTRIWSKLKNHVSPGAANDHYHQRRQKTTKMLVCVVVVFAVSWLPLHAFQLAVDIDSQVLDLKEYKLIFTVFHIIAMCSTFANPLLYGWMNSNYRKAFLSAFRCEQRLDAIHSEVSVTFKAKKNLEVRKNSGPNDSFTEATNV
RBBP9 inhibitor = human RBBP9 hydrolase inhibition | inhibition, % at 7.94 µM | actives 0.2% (n = 220,000) | recombinant RBBP9, FP-Rh probe fluorescence polarization | O75884;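 active means inhibition above the campaign mean of all tested compounds plus 3 SD, cut at about 14% in these data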;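 further: plate controls were DMSO wells with RBBP9 for no effect and wells lacking RBBP9 protein for full effect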
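Test system: recombinant human RBBP9; Timing: 30 min then 45 min, 25 °C; Detection: fluorescence polarization; Control set: RBBP9 with DMSO as uninhibited control, no-protein wells as full inhibition; Compound dosing: one concentration, 7.94 µM nominal, 0.794% DMSO; Probe or stimulus: FP-Rh activity-based probe, 375 nM before mixing.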
S1P4 agonist = agonists of human S1P4 receptor; O95977; S1P4-expressing cell line, agonist reporter assay; activation, % at 4.98 µM; actives 0.35% (n = 220,000); AID 1509; in the data active means activation above about 11%;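 further: 0% = DMSO vehicle and 100% = reference agonist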
BaF3 parental = counter-screen for JAK2V617F inhibitors: parental Ba/F3 viability inhibitors | CellTiter-Glo ATP luminescence | inhibition, % at 5.6 µM | actives 1.1% (n = 220,000) | AID 1486;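 active means inhibition above a per-campaign cutoff, the mean inhibition of all tested compounds plus 3 SD, cut at about 27% in these data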;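 further: 0% = DMSO wells and 100% = JAK Inhibitor I control wells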
Runt-CBFb FRET = inhibitors of human RUNX1 Runt domain binding to CBFb; Cerulean-Runt/Venus-CBFb FRET ratio 530/480, 1 h; inhibition, % at 20 µM; actives 0.46% (n = 220,000);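 active means inhibition over about 50% at 20 µM in the single-dose screen, limit read from the data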;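 further: 0% = DMSO wells and 100% = excess unlabeled CBFb competitor control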
Target sequence (Q01196 whole entry, looked up, the tested form may be a part): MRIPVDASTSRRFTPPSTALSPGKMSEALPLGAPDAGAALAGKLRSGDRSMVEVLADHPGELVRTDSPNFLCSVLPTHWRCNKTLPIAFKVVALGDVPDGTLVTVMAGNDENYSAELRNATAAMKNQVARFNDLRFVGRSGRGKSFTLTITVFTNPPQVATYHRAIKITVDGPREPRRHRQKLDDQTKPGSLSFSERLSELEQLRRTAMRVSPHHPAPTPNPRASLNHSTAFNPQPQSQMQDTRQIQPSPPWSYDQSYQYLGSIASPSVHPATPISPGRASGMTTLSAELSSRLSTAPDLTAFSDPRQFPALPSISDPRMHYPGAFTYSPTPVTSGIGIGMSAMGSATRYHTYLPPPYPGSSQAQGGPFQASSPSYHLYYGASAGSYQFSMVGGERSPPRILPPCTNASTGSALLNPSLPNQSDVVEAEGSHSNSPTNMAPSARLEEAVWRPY
Target sequence (Q13951 whole entry, looked up, the tested form may be a part): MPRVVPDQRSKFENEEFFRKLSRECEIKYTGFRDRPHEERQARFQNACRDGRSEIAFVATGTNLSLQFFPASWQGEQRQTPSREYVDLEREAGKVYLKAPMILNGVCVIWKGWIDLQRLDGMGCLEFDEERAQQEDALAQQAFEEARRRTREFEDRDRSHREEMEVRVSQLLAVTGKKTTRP
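Assay system: Cerulean-Runt domain fusion protein, energy donor; Signal: fluorescence energy transfer, 422 nm excitation, 530/480 nm emission; Timing: 1 h compound exposure, room temperature; Control set: unlabeled CBFb; Medium: Tris buffer pH 7.5 with salts and BSA; Compound: single test concentration of 20 µM, 1% DMSO final; Probe or stimulus: Venus-CBFb 100 nM.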
Ba/F3 V617F tox = lowers viability of Ba/F3 cells expressing EpoR and JAK2V617F; ATP luminescence; AID 1446; actives 1.1% (n = 220,000); inhibition, % at 5.6 µM;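 active means inhibition above the campaign mean plus 3 SD over all tested compounds, cut at about 24% in these data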;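 further: cytokine-independent growth of Ba/F3 cells driven by EpoR plus mutant JAK2; 0% = DMSO-treated cells and 100% = JAK inhibitor I control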
Starred values were filed as active, the others as inactive; x = not tested or not shown.

SMILES	S1P4 antag	NPY-Y1 antag	NPY1 pot ag	NPY-Y2 PAM-ag	RBBP9 inhibitor	S1P4 agonist	BaF3 parental	Runt-CBFb FRET	Ba/F3 V617F tox
O=C(/C=C\c1ccc2c(c1)OCO2)Nc1nnc(SCC(=O)OCc2ccccc2)s1	-10	-1	1	-8	4	1.5	4	-2	-3
O=C(NNC(=O)c1sc2cccc(Cl)c2c1Cl)NC1CCCCC1	-18	3	3	1	-10	-1.0	8	-3	2
COc1ccc(C2(C(N)=O)CCCCC2)cc1OC	9	-3	0	7	-11	2.2	-3	2	-3
CCCCOc1ccc(CSc2ncn[nH]2)cc1	11	3	-6	-2	-6	-0.1	6	0	-2
Nc1ncccc1OCc1ccc(Br)cc1	-16	-2	15	17	-3	1.9	5	0	-2
Cc1cccc(NC(=O)CS(=O)(=O)c2cn(C)c3ccccc23)c1C	0	1	-8	19	-5	-2.4	3	1	-3
Cc1cc(C)cc(NC(=O)c2snc3c(=O)[nH]cnc23)c1	1	-2	-5	-2	0	-2.7	10	0	2
CCCOC(=O)Nc1ccc(S(=O)(=O)Nc2ncccn2)cc1	-13	x	0	-3	-1	1.5	-5	-1	-2
CC(=O)N1CCN(C(=O)Nc2cccc(C(F)(F)F)c2)CC1	6	11	-6	-14	6	-1.4	2	1	3
COc1ccc([N+](=O)[O-])cc1NC(=O)CCNC(=O)Cn1ccc2ccccc2c1=O	-10	0	-32	-10	-2	1.0	5	0	0
Cc1ccc(NC(=O)N2CCc3ccccc32)cc1C	2	4	9	0	-8	0.1	3	0	0
COc1ccc(NS(=O)(=O)c2cc(NC(=O)c3cccnc3Cl)ccc2N2CCCC2)cc1	0	x	17	23	-8	1.0	3	-1	0
O=C(Nc1nc2cc3c(cc2s1)OCCO3)c1cccc(N2C(=O)CCC2=O)c1	-4	1	12	-21	1	0.3	-2	0	-4
CCOC(=O)C1(Cc2cccc(OC)c2)CCCN(Cc2c(C)nn(C(C)C)c2C)C1 (centres undefined)	10	x	-4	15	-1	1.2	-2	1	-3
O=C(NCc1ccccc1)C(c1cccnc1)N(Cc1ccco1)C(=O)c1ccccn1 (centres undefined)	-6	2	6	19	-6	0.4	4	0	-3
Cc1ccc(SCC2CNc3nc4ccccc4c(=O)n32)c(C)c1 (centres undefined)	-10	2	25	-14	-1	-0.6	6	3	2
C1CCN=C(Nc2nn[nH]n2)CC1	-3	4	7	-1	0	-0.4	3	0	2
CCOc1ccccc1C(=O)Nc1nnc(CC)s1	-27	-2	-6	3	-9	0.2	7	0	3
CCCCC(=O)Nc1nnc(-c2ccc(OC)cc2)s1	-8	3	15	-8	-4	-0.1	5	1	-1
COCC(=O)OCc1cc2cccc(C)c2[nH]c1=O	3	x	3	-3	2	0.3	-4	0	-2
O=C(CCS(=O)(=O)c1ccc(Br)s1)N1CCc2ccccc21	6	8	4	-10	-1	1.1	5	-1	1
Cc1cc(C)n2nc(SCc3nnc(SCc4ccccc4)s3)nc2n1	9	4	-7	-9	-7	1.4	8	-3	-2
Cc1ccc(C(=O)O/N=C/c2ccc(N(C)C)cc2)cc1	1	13	-15	-11	3	2.5	2	0	-2
Cc1c(NC(=S)NC(=O)C(C)(C)C)c(=O)n(-c2ccccc2)n1C	-16	1	0	7	-3	0.6	2	-1	3
CCC(=O)N(CCC1(C(C)C)CCOC(C)(C)C1)Cc1ccco1 (centres undefined)	-10	13	6	2	-6	0.2	-3	-2	-3

Going on with the list.
SMILES	S1P4 antag	NPY-Y1 antag	NPY1 pot ag	NPY-Y2 PAM-ag	RBBP9 inhibitor	S1P4 agonist	BaF3 parental	Runt-CBFb FRET	Ba/F3 V617F tox
O=C1NC2(CCCc3ccccc32)C(=O)N1CCOc1ccc(Br)cc1 (centres undefined)	15	5	-15	-2	-6	-0.3	4	1	-2
COc1ccc(-c2noc(-c3ccco3)n2)cc1OC	-22	-4	17	8	4	-3.9	2	-1	-1
CC(C)(C)NC(=S)NCc1ccc2c(c1)OCO2	-10	0	-3	-1	-2	1.9	4	-2	1
COc1ccc(NC(=O)OCCN2CCN(Cc3ccccc3)CCC2=O)cc1	-25	2	5	5	0	2.0	7	-2	0
OCCN(CC#CC(O)(c1ccccc1)c1ccccc1)CCO	-15	x	-4	-3	-2	0.6	0	-2	1
COc1ccc(CS(=O)c2nc(C)cc(C)c2S(C)(=O)=O)cc1 (centres undefined)	-23	1	5	-7	-2	2.8	3	0	0
C/C(=N\NC(=O)C1CCCN(S(=O)(=O)c2ccccc2)C1)c1ccccn1 (centres undefined)	-1	3	-19	2	-8	1.4	1	1	0
O=C(CSCCO)Nc1cc(C(F)(F)F)ccc1Cl	-16	2	-23	-7	-6	6.1	5	0	1
Cc1cc(=O)[nH]c(SCC(=O)N2CCCc3ccccc32)n1	-1	3	-18	-7	4	0.8	6	-2	0
Cc1cnc(C(=O)Nc2nnc(C3CC3)s2)cn1	-4	7	10	-7	-3	-1.3	4	0	-2
Cc1cccc(OCC(=O)N/N=C/CC(C)c2ccccc2)c1C (centres undefined)	-26	0	5	-10	-10	0.3	4	-2	5
O=C1c2ccccc2C(=O)N1CCCCN(C(=O)c1ccco1)c1ccc(Cl)cc1	-2	9	-8	-3	-5	2.0	8	-4	6
C/C(CCc1ccccc1)=N\NC(=O)COc1ccccc1C	0	6	1	7	-8	-0.2	10	-3	2
COc1cc(NC(=O)Cn2nc(C(F)(F)F)c3c2CCCC3)cc(OC)c1OC	-9	0	0	7	-10	-0.8	6	1	2
O=C(CCC(=O)Nc1ccc(F)cc1)N/N=C/c1c[nH]c2ccccc12	-5	15	-8	-10	-6	-1.1	4	2	1
COc1cc(C2C(C#N)=C(N)Oc3cc(N)ccc32)cc(OC)c1OC (centres undefined)	-12	-1	-8	2	7	-3.5	3	35	-4
O=C(CN1CCOCC1)N/N=C/c1cc2ccccc2nc1Cl	-4	0	-4	-6	-3	1.8	1	2	0
COc1ccc(-c2nc(C#N)c(N3CCC(C(N)=O)CC3)o2)cc1	-8	0	-17	-4	-11	5.0	3	0	2
CC(NC(=O)c1ccc(Cl)s1)C1CCCO1 (centres undefined)	3	4	6	11	-6	-0.8	4	1	-1
NC(=O)NCCC1=CCCCC1	-15	7	-5	-3	-4	-0.2	-3	2	-4
Cc1cc2nc(C3CCN(CC4COc5ccccc5O4)CC3)[nH]c2cc1C (centres undefined)	-11	18	-26	-11	0	1.8	6	-1	0
COCCCn1c(=N)c(C(=O)NC2CCCCC2)cc2c(=O)n3ccccc3nc21	-25	15	-11	14	-7	13*	7	5	4
COCCn1c(C)cc(/C=N/NC(=O)c2cccnc2)c1C	6	-2	-6	5	-1	-1.6	1	1	3
O=C(NCc1ccccc1)c1ccc(COCC(F)(F)F)o1	-4	-2	-22	-12	-7	0.3	1	3	1
COc1ccc([N+](=O)[O-])cc1N(CC(=O)N1CCCCC1)S(C)(=O)=O	6	-4	-2	6	-5	0.0	5	-1	2

S1P4 agonist: hit marks shown above
| canonical_smiles | S1P4 antag | NPY-Y1 antag | NPY1 pot ag | NPY-Y2 PAM-ag | RBBP9 inhibitor | S1P4 agonist | Runt-CBFb FRET |
| --- | --- | --- | --- | --- | --- | --- | --- |
| COCCCn1c(=N)c(C(=O)NC2CCCCC2)cc2c(=O)n3ccccc3nc21 | -25 | 15 | -11 | 14 | -7 | 13* | 5 |

More entries follow:
SMILES	S1P4 antag	NPY-Y1 antag	NPY1 pot ag	NPY-Y2 PAM-ag	RBBP9 inhibitor	S1P4 agonist	BaF3 parental	Runt-CBFb FRET	Ba/F3 V617F tox
CC(=O)N(C)c1nc(-c2ccc(Cl)cc2)cs1	-2	1	12	-8	-6	1.1	4	-1	-1
CC(=O)NC1=NN(C(C)=O)C(C)(CS(=O)(=O)c2ccc(C)c(C)c2)S1 (centres undefined)	5	-6	2	13	-3	-1.1	6	0	2
O=C(NCc1ccco1)c1cc(S(=O)(=O)N2CCOCC2)ccc1Cl	1	-1	-6	7	2	-0.2	0	-2	-2
Cc1cc2c(cc1C)/C(=C\C(N)=O)NC(C)(C)C2	-7	1	15	10	-2	1.3	19	-1	1
COc1ccc(C(=O)NC(=S)Nc2ccccc2N2CCOCC2)cc1Br	-9	1	-17	2	-5	-0.9	4	3	-2
Cc1ccc(S(=O)(=O)NC(C)C(c2cccs2)N2CCOCC2)cc1 (centres undefined)	-2	0	-3	-20	0	-1.0	9	-4	6
CSc1nnc(-c2cc3c(s2)-c2ccccc2CC3)o1	-17	7	-58	-41	-12	-1.0	4	-4	3
Cc1cc(C(=O)COC(=O)c2nc3nccc(C)n3n2)c(C)n1CC1CCCO1 (centres undefined)	-4	-1	17	0	4	-0.7	3	0	-3
COc1cc(Cl)c(C)cc1NC(=O)COc1cc(C)nc(C(C)C)n1	-1	8	-16	-5	-8	-0.6	0	-1	3
COc1ccccc1N1CCN(S(=O)(=O)c2cnc[nH]2)CC1	-6	1	6	4	-10	-1.5	10	2	-2
O=S(=O)(Cc1ccccc1Cl)N1CCCC1	2	0	5	-2	3	0.4	5	1	1
O=[N+]([O-])c1cccc(CSc2nnc3ccccn23)c1	-20	0	3	5	-9	2.0	5	-2	1
CC(=O)Oc1ccc2cc(-c3ccccc3)c(=O)oc2c1	12	x	0	-19	-7	7.9	1	27	2
COc1ccc(CCN(C)CCC(=O)Nc2cc(C)ccc2C)cc1OC	-3	-1	11	7	-8	2.7	1	x	2
COc1ccc(/C=N/n2c(C)nc3sc(C)c(C)c3c2=O)cc1OC	-18	-1	12	-2	-5	1.0	6	x	-1
CCCCC(=O)Nc1ccc2oc(-c3cccnc3)nc2c1	-5	10	11	21	-3	-1.8	-1	-4	-2
O=Cc1cn(CC(=O)Nc2ccc3c(c2)OCO3)c2ccccc12	-21	-4	5	10	-4	1.1	5	-1	2
C[C@H]([C@@H](N)C(=O)N[C@@H](C(=O)O)[C@@H]1O[C@H](n2ccc(=O)[nH]c2=O)[C@@H](O)[C@H]1O)[C@@H](O)c1ccc(O)cn1	0	-1	8	10	3	0.0	7	0	7
O=C(Nc1cccnc1)c1coc(=O)c2ccccc12	8	-1	-9	20	-8	-2.0	-3	4	-4
COc1ccc(OC)c(C2C(C(=O)c3cccs3)=C(O)C(=O)N2CCN(C)C)c1 (centres undefined)	-3	3	-2	-8	-6	-1.4	6	-1	0
Cc1nn(C)cc1CNC(=O)c1cc2n(n1)C(C(F)(F)F)CC(c1cccs1)N2 (centres undefined)	-13	0	12	7	-10	1.1	2	-2	2
Cc1cc(C(F)F)n2nc(C(=O)NCc3ccccc3F)nc2n1	-15	2	-2	6	-8	-1.1	6	1	-1
CSc1nc(-c2ccccc2)nc(N)c1C(C)=O	-4	5	-10	-8	3	-0.5	2	-1	0

Source: PubChem BioAssay (several laboratories)

Compounds were not picked by outcome. Share with any hit: about 3.6%.
